# Source: PubChem
# TDP1 cell noCPT: qHTS for Inhibitors of human tyrosyl-DNA phosphodiesterase 1 (TDP1): qHTS in cells in absence of CPT | DT40 Tdp1-/- hTDP1 cells, no CPT, ATP luminescence, 48 h | Potency, µM (top dose mostly 46.2 µM), for inactives: top-dose activity change, negative = growth inhibition, usual class: inhibitors | 15% of 420,000 active; note: nearly all actives have a fitted effect of over 55% in size
#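 Seeded 400 DT40-hTDP1 cells/well (vehicle DMSO, no 20 nM CPT); pinned compounds; ≥48 hr at 37 °C; CellTiter-Glo luminescence as viability measure.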
# GCN5L2 inh: GCN5L2 (KAT2A) acetyltransferase inhibition; AID 504327; Potency, µM (top dose mostly 58.9 µM), for the others: top-dose activity change, negative = inhibition, most hits filed as inhibitors; GCN5L2 HAT assay, ThioGlo1 CoA-SH fluorescence; 0.21% of 390,000 active; Q92830
# Target sequence (Q92830 whole entry, looked up): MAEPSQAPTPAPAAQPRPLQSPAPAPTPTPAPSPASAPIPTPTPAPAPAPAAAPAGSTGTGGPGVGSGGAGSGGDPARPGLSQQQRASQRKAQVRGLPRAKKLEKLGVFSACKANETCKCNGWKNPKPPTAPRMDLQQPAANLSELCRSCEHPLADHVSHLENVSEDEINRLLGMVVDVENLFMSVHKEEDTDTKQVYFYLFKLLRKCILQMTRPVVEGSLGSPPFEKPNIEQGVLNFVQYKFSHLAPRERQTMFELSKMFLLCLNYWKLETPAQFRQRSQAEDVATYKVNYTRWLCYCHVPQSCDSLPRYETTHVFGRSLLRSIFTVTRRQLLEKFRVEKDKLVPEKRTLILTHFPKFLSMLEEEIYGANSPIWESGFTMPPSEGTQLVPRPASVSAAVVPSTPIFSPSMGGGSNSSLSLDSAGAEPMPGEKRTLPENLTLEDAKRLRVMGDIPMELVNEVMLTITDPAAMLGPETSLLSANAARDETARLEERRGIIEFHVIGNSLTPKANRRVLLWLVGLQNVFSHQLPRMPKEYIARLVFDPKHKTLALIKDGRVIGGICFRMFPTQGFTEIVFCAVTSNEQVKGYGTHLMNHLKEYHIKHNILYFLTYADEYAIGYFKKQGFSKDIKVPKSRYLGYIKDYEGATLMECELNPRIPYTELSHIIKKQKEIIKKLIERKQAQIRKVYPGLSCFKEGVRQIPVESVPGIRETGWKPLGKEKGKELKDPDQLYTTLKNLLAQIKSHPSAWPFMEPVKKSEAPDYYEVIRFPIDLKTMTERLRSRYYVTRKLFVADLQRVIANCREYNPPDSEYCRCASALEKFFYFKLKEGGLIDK
#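 Free CoA generated was detected with ThioGlo1 (50uM) fluorescence at Ex340nm/Em540nm, read immediately and after 20 min at room temperature. Enzyme, 20 nM in HEPES pH 7.5 buffer, saw compounds 15 min before adding 75uM H3(1-25) peptide and 70uM acetyl-CoA.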
# DT40 TDP1 CPT: DT40-hTDP1 cell growth loss with CPT; chicken DT40 Tdp1-/-;hTDP1 cells + 20 nM CPT, ATP luminescence, 48 h; Potency, µM (top dose mostly 46.2 µM), without a hit: at the highest dose activity change, negative = growth inhibition, hits mostly inhibitors; 12% of 420,000 active; note: nearly all actives have a fitted effect of over 55% in size
#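 Chicken DT40 Tdp1-/- cells complemented with human TDP1, 400 cells/well, exposed to compounds plus 20 nM camptothecin for at least 48 h at 37 C; viability read as ATP content by CellTiter-Glo luminescence.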
# The depositor's hits bear a star; ? = inconclusive; nt = no result given; ! = repeats disagree; [ ] = dose if it differs, or a comment. Calls come from the whole dose curve; as a rule, active = well fitted curve in the direction sought with a large enough effect; inconclusive = small, poorly fitted or top-dose-only effect, or another doubt; inactive = no such curve, though single readings can be large; an effect the other way counts as inactive or inconclusive. % is set by controls: 0 for no effect and ±100 for the full control effect; potency is the fitted concentration of half-maximal effect.
molecule,TDP1 cell noCPT,GCN5L2 inh,DT40 TDP1 CPT
C/C(=N\NC(=O)CC#N)c1cc2ccc(O)cc2oc1=O,1.0%,-22.8%,1.9%
CC(CCc1ccccc1)NC(=O)c1ccc(F)cc1 (stereo not given),-22.9%,2.2%,4.1%
O=C(NNC(=O)C1CCN(S(=O)(=O)c2cccc(Cl)c2)CC1)C1CC1,24.9%,0.6%,-3.2%
COc1ccc(NC(=O)C23CC4CC(C2)CC(n2cnc(Br)n2)(C4)C3)cc1OC,-13.1%,-4.3%,-1.9%
CCOCCCNC(=S)N(CCN(CC)CC)Cc1cc2cc3c(cc2[nH]c1=O)OCCO3,?,-15.7%,?
CCCc1cc(=O)[nH]c(SCC(=O)NC2CCCCCCC2)n1,-25.3%,-5.2%,?
CC(C)CN1C(=O)NC(NC(=O)c2cccs2)(C(F)(F)F)C1=O (stereo not given),-0.7%,0.9%,-5.6%
O=Cc1ccc(O)c(O)c1,-7.0%,-9.5%,-0.9%
CCOC(=O)CNc1c(-c2ccccc2)nc2ccc(Cl)cn12,-25.0%,-6.4%,-2.4%
CC1C/C(=N\NC(=S)NCc2ccccc2)CC(C)(C)C1 (stereo not given),25.9µM*,-7.2%,?
COc1ccc(Cl)cc1NC(=O)c1ncn(-c2ccccc2)n1,?,-8.4%,-22.1%
Cc1ccc2nc(SC(C)C(=O)NC3CCCc4ccccc43)[nH]c2c1 (stereo not given),?,-1.3%,?
CC1=C(C#N)C(Nc2cc(C)ccn2)(C(F)(F)F)C(=O)N1 (stereo not given),-11.1%,-8.3%,-0.9%
CCc1nn(CC(=O)NCC(C)c2ccccc2)c(=O)c2cc3occc3n12 (stereo not given),-24.4%,-11.4%,-15.7%
O=C(CN1C(=O)CCc2cc(S(=O)(=O)N3CCCCC3)ccc21)NCc1ccc(Cl)cc1,14.6µM*,-13.4%,20.6µM*
CCSc1nnc2c(n1)OC(c1ccc(OCC(=O)O)cc1)Nc1ccccc1-2 (stereo not given),-18.0%,-9.4%,-10.0%
COc1cc(NC(=O)c2cc(-c3cccc(OC)c3)n[nH]2)cc(OC)c1,20.6µM*,-7.3%,14.6µM*
CC1(C(=O)NCc2ccccc2)CSCC(=O)N1Cc1cccc(C(F)(F)F)c1 (stereo not given),?,nt,18.4µM*
CN(CCO)C(=O)c1ccc(-c2nn(C)c(=O)c3ccccc23)cc1,-8.8%,0.1%,-20.7%
CCc1nc2c(s1)CCc1onc(-c3ccc(Cl)cc3)c1-2,-19.1%,-4.3%,7.6%
COc1ccc(S(=O)(=O)N2CC=C(C(=O)NC3CCCC3)CC2)cc1,?,-3.6%,?
Fc1ccc(Cc2cn3cc(-c4ccc(Cl)cc4)nc3s2)cc1,-10.3%,-2.3%,-15.6%
CCCCN=C1N/C(=C\c2ccco2)C(=O)N1c1ccccc1,29.1µM*,-7.4%,?
Cc1ccc(S(=O)(=O)N2CCN(C(=O)CCc3nc4ccccc4c(=O)[nH]3)CC2)c(C)c1,?,-2.8%,?
COc1cccc(Cn2c(N)c(C#N)c3nc4ccccc4nc32)c1OC,?,-9.3%,-16.9%

# In a second layout: results already given.
# Second line of a record: TDP1 cell noCPT	GCN5L2 inh	DT40 TDP1 CPT
> CC(CCc1ccccc1)NC(=O)c1ccc(F)cc1 (stereo not given)
  -22.9%	2.2%	4.1%
> O=C(NNC(=O)C1CCN(S(=O)(=O)c2cccc(Cl)c2)CC1)C1CC1
  24.9%	0.6%	-3.2%

# Going on with the list.
molecule,TDP1 cell noCPT,GCN5L2 inh,DT40 TDP1 CPT
C=CC(C1=CC(=O)C(OC)=CC1=O)c1ccc(O)cc1 (stereo not given),?,12.5%,?
NS(=O)(=O)OCC1CCCCC1,-9.0%,-4.0%,-7.5%
COc1ccc(OC)c(CNC(=O)C2CCCN(c3ncnc4c3nc3n4CCCCC3)C2)c1 (stereo not given),?,-14.9%,?
Cc1ccc(N=Nc2c(N)n(-c3ccccc3)[nH]c2=O)cc1,-1.6%,-6.4%,-3.3%
O=C(Nc1nc2ccc([N+](=O)[O-])cc2s1)C1CCCO1 (stereo not given),-2.7%,8.6%,0.5%
Cc1occc1C(=O)NCCN1Cc2ccccc2OC(c2ccccc2F)C1 (stereo not given),?,nt,1.6%[9.04 µM]
O=c1cc(-c2ccccc2)oc2ccc(O)cc12,?,2.1%,?
CCOc1ccc(NC(=O)CSc2ccc(-c3sc(-c4ccccc4)nc3C)nn2)cc1,?,-19.6%,-88.5%
Cc1nc2ccccc2c(=O)n1-c1ccc(NC(=O)c2ccccc2[N+](=O)[O-])cc1,23.1µM*,1.0%,?
O=C(COC(=O)c1cccc(S(=O)(=O)NCc2ccccc2)c1)Nc1ccccc1OC(F)F,-15.0%,-0.9%,-1.3%
C=CCOn1c(-n2nc(C)cc2C)nc2ccccc2c1=O,-29.4%,-1.3%,-0.7%
CC(C)COc1ccc(C(=O)Nc2scc(-c3ccc(Cl)cc3Cl)c2C(N)=O)cc1,9.2µM*,-10.4%,16.4µM*
Cc1ccsc1C(=O)OCC(=O)N(Cc1ccccc1)C(C)C,-2.3%,-10.8%,8.7%
O=C(COC(=O)C(Cc1ccccc1)NC(=O)c1ccc(Cl)cc1)c1ccc(Cl)cc1 (stereo not given),17.8%,-6.7%,-16.3%
Cc1ccc(NC(=O)COC(=O)CSC(=S)N2CCOCC2)cc1,-13.7%,4.8%,-0.9%
COc1ccc(CCNc2oc(COc3ccccc3)nc2C#N)cc1,?,-18.1%,?
O=C(CSc1nc2ccccc2[nH]1)Nc1nc(-c2ccc(Br)cc2)cs1,16.4µM*,-1.1%,23.1µM*
CCc1nnc(NC(=O)c2ccc(S(=O)(=O)N(CCOC)CCOC)cc2)o1,2.4%,1.2%,-3.9%
COc1cc(OC)cc(C(=O)N(Cc2cc3cc(C)ccc3[nH]c2=O)C(C)C)c1,-25.5%,-5.2%,-0.8%
COc1ccc2ccccc2c1/C=N/NC(=O)CC1(C)OCCCO1,?,-1.0%,-12.0%
CCOC(=O)c1sc2ncnc(NCc3ccco3)c2c1C,?,?,18.4µM*
CC(C)(CNCc1ccccc1)NS(=O)(=O)c1ccc(Cl)cc1,?,-3.0%,?
C/C=C(\C)C(=O)Nc1cccc(C2=NOC3(C2)C[C@H](C(N)=O)N(C(=O)C(c2ccccc2)c2ccccc2)C3)c1 (stereo not given in full),?,-10.9%,?
N#Cc1ccc(CN2CCN(C(=O)CC(NC(=O)c3ccccc3)c3ccccc3)CC2)cc1 (stereo not given),?,-9.3%,?
Cc1ccc(C(=O)c2cn(Cc3cc(C)ccc3C)c3nc(C)ccc3c2=O)cc1,20.6µM*,-8.5%,?
COc1ccc(NS(=O)(=O)c2ccc3nc(COc4ccc(Cl)c(C)c4)[nH]c3c2)cc1,?,-12.8%,?
CCN1C(=O)C(C(=O)NC(C)c2ccccc2)C2CC1(C)Oc1ccccc12 (stereo not given),?,-1.0%,?
Cc1ccc(CNC(=O)[C@@H](NC(=O)C2CCN(C(=O)[C@@H](N)CC(C)C)CC2)C(C)C)cc1,-21.3%,-9.4%,-18.4%
Cc1ccccc1N(C(=O)CS(=O)CC(=O)Nc1ccc(F)cc1)C(C)C(=O)NC(C)(C)C (stereo not given),-27.8%,3.3%,-28.1%
O=C(O)c1ccc(-n2c(-c3cc(C4CC4)[nH]n3)n[nH]c2=S)cc1,7.4%,-6.7%,4.1%
CCC(C)(C)C(=O)O[C@H]1C[C@@H](C)C=C2C=C[C@H](C)[C@H](CC[C@@H]3C[C@@H](O)CC(=O)O3)[C@H]21,20.6µM*!,-0.8%,3.1%[21.1 µM]
COc1ccccc1/C=C/CN1CCNC(=O)C1CC(=O)NCCc1cnccn1 (stereo not given),-6.1%,2.2%,-0.6%
COc1cc(C(=O)NCc2nnc(SCC(=O)Nc3nc4ccccc4s3)o2)cc(OC)c1OC,10.3µM*,-3.7%,9.2µM*
CC(/C=C/c1ccc2c(c1)OCO2)=N/NC(=O)c1ccncc1,-23.5%,?,-5.9%
N#C/C(=C\C=C\c1ccccc1)c1nc(-c2ccc(Cl)cc2)cs1,?,-7.7%,-19.2%
Cc1cccc(C(C)C)c1NC(=O)C1CCCN1S(=O)(=O)c1cccc2nsnc12 (stereo not given),14.6µM*,0.3%,23.1µM*
COc1ccccc1NC(=O)c1ccc2oc(=O)c(S(=O)(=O)c3ccccc3)cc2c1,-2.3%,-0.1%,-4.4%
CC(=O)c1ccc(NC(=S)Nc2ccc(Br)c(Cl)c2)cc1,?,-1.6%,?
CCn1cc(C(=O)OCC(=O)N(C)C2CCS(=O)(=O)C2)c(=O)c2ccc(C)nc21 (stereo not given),?,-5.8%,0.7%
Cc1ccc(C)c(S(=O)(=O)NCCCN2CCOCC2)c1,12.9%,-1.3%,29.8%
Cc1ccc(NC(=O)C2=NNC(=O)CC2)cc1F,-1.2%,-8.5%,13.3%
O=C(NCC(c1ccc(F)cc1)N1CCOCC1)c1ccc(Br)o1 (stereo not given),-5.8%,-10.5%,?
COc1ccc(-c2nn(-c3ccccc3)cc2C2CC(c3cccs3)=NN2C(=O)CCC(=O)O)cc1 (stereo not given),?,-1.9%,?
C[C@@H]1CCCN1[C@H]1CS(=O)(=O)N[C@@H]1COCc1ccccc1,-4.5%,nt,-7.8%
CCOC(=O)C1=C(C)NC(=O)NC1/C=C/c1ccccc1OC (stereo not given),?,3.2%,-5.2%
Fc1cccc(F)c1-c1nc2c(s1)CCc1onc(-c3ccc(Br)cc3)c1-2,-18.9%,nt,-10.3%
Cc1cnc(N)nc1-c1ccccc1,-17.4%,nt,-2.3%
O=C(Cc1ccc(Cl)cc1)Nc1cccc(S(=O)(=O)N2CCCCC2)c1,20.6µM*,-7.6%,?
O=C(NCc1ccc(F)cc1)C1CCCN(C(=O)Nc2ccc(F)cc2)C1 (stereo not given),-31.9%,-7.1%,4.0%
O=C(CSc1ncccn1)N1CCCCCC1,14.7%,-9.3%,-0.9%

# Arranged by length of the SMILES (rising): part of the list above
molecule,TDP1 cell noCPT,GCN5L2 inh,DT40 TDP1 CPT
O=C(CSc1ncccn1)N1CCCCCC1,14.7%,-9.3%,-0.9%
CCOC(=O)C1=C(C)NC(=O)NC1/C=C/c1ccccc1OC (stereo not given),?,3.2%,-5.2%
CC(/C=C/c1ccc2c(c1)OCO2)=N/NC(=O)c1ccncc1,-23.5%,?,-5.9%

# (more compounds)
molecule,TDP1 cell noCPT,GCN5L2 inh,DT40 TDP1 CPT
O=C1c2ccccc2S(=O)(=O)N1CC1CC(c2ccc(Cl)cc2)=NO1 (stereo not given),?,-8.0%,-3.5%
Cc1c(CNC2CCCCC2)c(C(=O)O)c(C)n1Cc1ccccc1F,5.7%,-2.8%,5.5%
CCCCCn1c(SC(C)C(C)=O)nc2c1c(=O)[nH]c(=O)n2C (stereo not given),?,2.6%,-27.3%
Cc1cccc(N2CC(C(=O)Nc3ccc(S(=O)(=O)N4CCOCC4)cc3)CC2=O)c1C (stereo not given),1.6%,0.7%,-21.7%
COCCCNC(=O)CN(c1cc(Cl)ccc1OC)S(=O)(=O)c1ccc(C)c([N+](=O)[O-])c1,-16.1%,-13.0%,-10.7%
CCNS(=O)(=O)c1ccc(CCC(=O)N2CCN(Cc3ccccc3)CC2)cc1,3.6%,1.1%,-12.3%
CSc1ccc(/C=N/Nc2nc(C)cc(=O)[nH]2)cc1,-2.0%,-16.1%,5.7%
COc1ccccc1OCCNC(=O)CCNC(=O)c1ccccc1OC,-10.6%,-1.9%,-0.9%
O=C(COC(=O)Cc1ccc(Cl)cc1)Nc1cc(S(=O)(=O)N2CCOCC2)ccc1N1CCCC1,-28.5%,-2.2%,-3.0%
O=C(O)c1ccc(S(=O)(=O)c2ccc3c(c2)C(=O)N(NC(=O)c2ccncc2)C3=O)cc1,-10.1%,-10.4%,-13.3%
CCCOC(=O)Cn1cnc2scc(-c3ccc(OC)cc3)c2c1=O,-6.0%,-12.4%,-5.4%
CC1=CC(=NOS(=O)(=O)c2ccc(C)cc2)CC(C)(C)C1,?,nt,?
O=S1(=O)c2cccc3cccc(c23)N1CCCN1CCN(c2ccc(F)cc2)CC1,21.1µM*,-12.2%,?
CC(C)(C)c1ccccc1NC(=S)NCc1ccccc1,18.4µM*,-15.1%,?
Cc1c(NC(=O)c2c(N)sc3c2CCCC3)c(=O)n(-c2ccccc2)n1C,2.3%,-16.1%,0.1%
Cc1ccc(-n2nc(CO)c(C(=O)NC(C)c3ccccc3)n2)cc1C (stereo not given),?,-4.2%,?
